Assay outcomes: PubChem, several laboratories
Anthrax LF prot: inhibitors of Bacillus anthracis lethal factor protease; inhibition, % at 10 µM; multiplex microsphere protease cleavage assay, LF; 360,000 tested, 0.12% active; note: plate controls were buffer without enzyme for full effect and enzyme alone for no effect
BoNT A protease: BoNT A light chain protease inhibition. inhibition, % at 10 µM. multiplex microsphere protease substrate cleavage, flow cytometry. 360,000 tested, 0.17% active; note: plate controls were buffer without enzyme for full effect and enzyme alone for no effect
PfHsp40 yeast: restores yeast growth despite PfHsp40 toxicity; 340,000 tested, 0.68% active; AID 504582; S. cerevisiae expressing PfHsp40, growth rescue, ATP luminescence; growth rescue, % at 12.5 µM; in the data active = growth rescue above about 28%, passing the limit was not always enough; inconclusive = no clear call, values can overlap the other calls;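 note: yeast W303a lacking pdr1 and pdr3 grown in galactose medium; growth measured after three days at 30 °C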
TcdB inh: blocks C. difficile toxin B glycohydrolase activity | inhibition, % at 9.99 µM | P18177 | TcdB glycohydrolase enzymatic assay, plate reader | 350,000 tested, 0.24% active; in the data active = inhibition above about 10%
PrPC TRFRET: inhibitors of human cell surface prion protein PrPC; inhibition, % at 13.8 µM; TR-FRET read-out; AID 720596; 370,000 tested, 0.43% active; P04156; in the data active = inhibition above about 24%; note: 0% = median of the test wells and 100% = reference compound wells
Y pestis TopoI: inhibitors of Yersinia pestis topoisomerase I; activity, % at 10 µM; Y. pestis Topo-I cleavage product accumulation, plate reader; 360,000 tested, 0.064% active; in the data active = activity above about 50%, passing the limit was not always enough; inconclusive = no clear call, values can overlap the other calls; note: inactives centre near 2
Vc quorum ag: quorum light induction in luxS cqsA deficient V. cholerae; V. cholerae BH1578 lux reporter, luminescence, 6 h; activation, % at 18.7 µM; 350,000 tested, 0.16% active; AID 588436; in the data active = activation mostly above about 9.7%, no sharp cut-off; inconclusive = no clear call, values can overlap the other calls; inactive = mostly below about 3.7%; note: not every result past the cut was called active; inactives centre near 0; reference of the scale not given here
3CLpro inhibitor: SARS-CoV 3CLpro protease inhibition; P0C6X7; recombinant SARS-CoV 3CLpro, quenched FRET peptide cleavage; inhibition, % at 6 µM; 290,000 tested, 0.14% active; in the data active = inhibition above about 12%
SSB-PriA inh: K. pneumoniae PriA-SSBct interaction inhibition; AlphaScreen SSBct-PriA binding, biotinylated peptide; inhibition, % at 33 µM; 430,000 tested, 0.6% active; AID 1272365; in the data active = inhibition mostly above about 37%, no sharp cut-off; inactive = mostly below about 20%;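 note: plate controls were negative control peptide for no effect and reference peptide for full effect; strong numbers were not always called active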
Numbers without * were called inactive; i = inactive; ? = inconclusive; . = not tested or not shown. Cut-off read from the data, not from the text of the source, unless noted: active = inhibition above about 30%; inconclusive = no clear call, values can overlap the other calls; inactive = below that.

SMILES	Anthrax LF prot	BoNT A protease	PfHsp40 yeast	TcdB inh	PrPC TRFRET	Y pestis TopoI	Vc quorum ag	3CLpro inhibitor	SSB-PriA inh
Cc1sc(NC(=O)c2cc3ccccc3oc2=O)c(C(=O)OC(C)C)c1-c1ccccc1	-2	-0.3	-0.2	.	1	1	-0.3	3	-8
O=C1OC(c2ccc(Cl)cc2)=N/C1=C\N1CC2CC(C1)c1cccc(=O)n1C2 (stereo unspecified)	2	-0.2	-0.3	0.1	-6	14	-0.3	4	9
CCCNC(=O)c1ccccc1NC(=O)CN(c1ccccc1)S(=O)(=O)N(C)C	-5	-0.3	-0.6	0.7	-4	3	-0.1	-2	-8
CCCC(=O)Nc1c2c(nc3ccccc13)N(c1ccccc1)CC2	5	1.4	0.2	.	.	1	1.2	6	-10
COc1cccc(CNc2nc3cc(-c4ccccc4C)sc3c(=O)n2C)c1OC	0	0.1	.	1.5	-4	26	-1.1	.	.
COC(=O)C1=C(c2cccc(C#N)c2)C[C@@H]2CC[C@H]1N2C(=O)NCc1ccc(F)cc1	-2	-0.2	-1.0	9.2	0	3	-5.9	.	-1
NC(=O)C1=C[C@@H](c2ccc3c(c2)OCO3)C[C@@H](OCCCCO)O1	-3	0.3	-2.4	.	-2	-13	i	.	6
C=CCn1c(-c2ccc(OC)cc2)csc1=Nc1c(C)n(C)n(-c2ccccc2)c1=O	-5	-0.9	-0.8	.	-3	27	i	4	17
Cc1cc(C(C)(C)C)cc(S(=O)(=O)NCCO)c1C	-3	-0.7	-1.2	.	2	-3	i	-7	-7
CN(CC(=O)Nc1ccc(N2CCOCC2)cc1)C(=O)c1cc2c(s1)CCCC2	11	0.2	0.3	1.0	12	4	-10	.	10
O=C(CC1C(=O)N(c2ccccc2)C(=S)N1c1ccccc1)c1ccccc1 (stereo unspecified)	-3	-0.3	0.2	0.8	7	0	.	2	-6
COc1ccc(NC(=O)CC(NCc2ccccn2)C(=O)O)cc1 (stereo unspecified)	-2	-2.5	-1.7	0.1	2	-1	-0.5	1	-8
Cn1c(=O)c2c(nc(CN3CCOCC3)n2CCCO)n(C)c1=O	2	-0.4	-0.6	.	-5	-4	-0.4	0	0
Cc1ccc(S(=O)(=O)ON2C(=O)c3ccccc3C2=O)c(C)c1	-3	-0.2	-0.7	0.6	-3	-8	i	3	-5
O=C1Nc2ccc(S(=O)(=O)N3CCCC3C(=O)O)c3cccc1c23 (stereo unspecified)	-7	-0.4	0.7	3.6	-5	-7	-0.3	-1	-13
O=C(NC1CCCCC1)Oc1cccc2ccccc12	-1	0.1	1.0	-0.1	2	4	2.1	3	-13
COc1ccc(C)cc1NC(=O)CN1C(=O)COc2ccc(S(=O)(=O)N3CCC(C)CC3)cc21	1	0.3	1.7	0.5	-1	0	2.1	3	-1
O=C(CSc1ccc(Cl)cc1)N/N=C/c1cccnc1	-6	-0.7	-0.2	9.3	-6	5	-0.4	0	.
CCc1nnc(NC(=O)CCC(=O)NCc2ccc(OC)cc2)s1	.	.	-0.3	2.0	8	1	i	-1	-4
COc1ccc(S(=O)(=O)N(CC(=O)NCc2ccco2)c2ccc(F)cc2)cc1	-1	-0.3	0.5	0.5	0	10	-0.4	-3	7

The last five records of the part above lead into the next:
SMILES	Anthrax LF prot	BoNT A protease	PfHsp40 yeast	TcdB inh	PrPC TRFRET	Y pestis TopoI	Vc quorum ag	3CLpro inhibitor	SSB-PriA inh
O=C(NC1CCCCC1)Oc1cccc2ccccc12	-1	0.1	1.0	-0.1	2	4	2.1	3	-13
COc1ccc(C)cc1NC(=O)CN1C(=O)COc2ccc(S(=O)(=O)N3CCC(C)CC3)cc21	1	0.3	1.7	0.5	-1	0	2.1	3	-1
O=C(CSc1ccc(Cl)cc1)N/N=C/c1cccnc1	-6	-0.7	-0.2	9.3	-6	5	-0.4	0	.
CCc1nnc(NC(=O)CCC(=O)NCc2ccc(OC)cc2)s1	.	.	-0.3	2.0	8	1	i	-1	-4
COc1ccc(S(=O)(=O)N(CC(=O)NCc2ccco2)c2ccc(F)cc2)cc1	-1	-0.3	0.5	0.5	0	10	-0.4	-3	7
COC(C(=O)Nc1ccc(Br)cc1F)c1ccccc1 (stereo unspecified)	-3	-0.7	-0.4	0.9	3	-7	-0.2	0	-44
Cc1ccc(NC(=O)NC2CCCN2S(=O)(=O)c2ccc(Cl)cc2)cc1 (stereo unspecified)	-1	-1.0	-0.7	.	-5	-1	-0.4	8	-6
O=C1CSCN1c1cc(Cl)ccc1Cl	0	-0.5	2.3	0.1	0	3	3.7	4	-4
NC(=NC(=O)c1ccccc1)N1CCN(C(c2ccccc2)c2ccccc2)CC1	6	?	1.0	-0.9	2	3	-0.8	-2	-6
CN(c1ccc(OCC(=O)Nc2ccc(S(N)(=O)=O)cc2)cc1)S(=O)(=O)c1ccc(F)cc1	-3	-5.5	-0.2	0.0	1	3	i	.	13
O=C(CC12CC3CC(CC(Br)(C3)C1)C2)OCCN1CCCCC1	-3	-0.3	-0.4	-0.5	7	2	i	0	-3
C[C@@H]1CC=C[C@H]2[C@H]1C(=O)N(Cc1ccccc1)[C@H]2c1ccc(F)c(/C=C/c2ccccc2)c1	-3	-0.4	-0.4	-0.2	-1	-8	-0.6	.	4
Cc1ccc(OCCN2C(=O)C(=O)c3cc(C)ccc32)cc1	-7	-0.7	1.4	1.2	-2	4	-2.3	0	-5
Cc1ccc(C)c(S(=O)(=O)Nc2ccc(C(=O)NCCCN(C)C)cc2)c1	-1	-0.4	.	5.5	-6	1	-0.4	.	.
COc1ccc(-c2c(-c3cc(OC)cc(OC)c3)n(C)c3ccc(-c4ccn[nH]4)cc23)cc1	-8	0.2	-0.3	-1.1	-12	-2	-0.4	.	-4
Cc1ccc(NC(=O)C2=CN3CCS(=O)(=O)N=C3C=C2)cc1	0	-0.5	0.1	0.6	-2	0	-2.9	.	-4
Cc1ccc(NC2CCCN(C(=O)c3ccccn3)C2)cc1C (stereo unspecified)	-3	0.6	1.0	1.6	-3	-2	-0.7	-3	-17
Cc1cc(-c2ccccc2)oc(=O)c1NC(=O)c1ccccc1	-6	1.3	0.7	-0.3	-6	1	1.0	8	-5
Cc1cc(Br)cc(C=Nc2ccc(N3CCOCC3)cc2)c1O	2	2.8	-0.3	-0.3	-21	-4	-0.3	.	-5
CNC(=S)Nc1ccc(OC(F)(F)F)cc1	-4	-1.2	-0.2	0.0	5	-5	i	-2	-1
Cc1[nH]cnc1CN1CCc2c(c3ccccc3n2C)C1=O	-12	0.0	-1.0	1.0	-2	19	0.2	.	0
CCOC(=O)C1CCCCN1Cc1cccc(Oc2ccccc2)c1 (stereo unspecified)	20	-1.4	-1.7	0.1	5	27	0.7	-3	-35
COc1cccc(-c2cnc3c(NC(C)=O)cc(-c4ccc(OC)c(OC)c4)cn23)c1	-6	0.5	.	0.5	-13	39	-0.2	.	.
CCOC(=O)C1(C(=O)OCC)NC(=O)CC1C (stereo unspecified)	-2	0.5	3.2	0.4	-2	0	.	.	-1
COc1ccccc1C1OC(c2cccc([N+](=O)[O-])c2)=NN1C(C)=O (stereo unspecified)	-13	0.4	-1.6	1.5	-16	5	0.3	-6	-8
COc1ccc(-n2c(=O)c3ccccc3n(CC(=O)NC3CCCCC3)c2=O)cc1	-4	-0.3	-1.4	.	-3	5	-0.3	0	-24
CCOC(=O)N1CCN(C(=O)c2ccc3c(c2)NC(=O)/C(=C\c2cccc(C)c2)S3)CC1	0	0.8	-1.9	0.1	-1	11	-5.3	0	-73
COc1ccc(NC(=O)c2cc3cccc(OC)c3oc2=Nc2ccc(C(=O)O)cc2)cc1OC	-4	-0.3	-1.2	-1.3	-3	-5	-0.5	2	-8
COC(=O)COc1ccc(S(=O)(=O)NCc2ccncc2)cc1	-3	-1.7	0.1	-1.2	7	3	-1.0	0	-5
O=C(COC(=O)c1ccc(N2CCCC2=O)cc1)NCc1ccco1	0	1.9	0.7	.	2	7	-0.4	-5	-13
CCN(CC)CC(=O)Nc1ccc(Oc2ccc(NC(=O)CN(CC)CC)cc2)cc1	3	-1.0	1.1	0.4	3	14	-0.2	3	-4
CCN(CC)CCNC(=O)Cn1cnc2sc(C)c(S(=O)(=O)N3CCC(C)CC3)c2c1=O	1	1.8	-0.9	0.9	-11	2	-0.4	2	-7
Cc1ccc(CC(=O)NC2CCSC2=O)cc1 (stereo unspecified)	2	0.2	-0.7	0.9	-5	-4	-0.3	1	4
COC(=O)c1ccc(C2C(C(=O)Nc3ccc(C)cc3C)=C(C)Nc3ncnn32)cc1 (stereo unspecified)	-7	-0.5	0.1	-0.2	14	4	-0.3	.	-15
CSC1=C(C#N)C(c2ccc(Cl)cc2)C2=C(CC(C)(C)CC2=O)N1 (stereo unspecified)	-6	-2.0	0.2	.	-5	-2	-5.3	.	-2

Next part; it opens with the 4 that closed the last part.
SMILES	Anthrax LF prot	BoNT A protease	PfHsp40 yeast	TcdB inh	PrPC TRFRET	Y pestis TopoI	Vc quorum ag	3CLpro inhibitor	SSB-PriA inh
CCN(CC)CCNC(=O)Cn1cnc2sc(C)c(S(=O)(=O)N3CCC(C)CC3)c2c1=O	1	1.8	-0.9	0.9	-11	2	-0.4	2	-7
Cc1ccc(CC(=O)NC2CCSC2=O)cc1 (stereo unspecified)	2	0.2	-0.7	0.9	-5	-4	-0.3	1	4
COC(=O)c1ccc(C2C(C(=O)Nc3ccc(C)cc3C)=C(C)Nc3ncnn32)cc1 (stereo unspecified)	-7	-0.5	0.1	-0.2	14	4	-0.3	.	-15
CSC1=C(C#N)C(c2ccc(Cl)cc2)C2=C(CC(C)(C)CC2=O)N1 (stereo unspecified)	-6	-2.0	0.2	.	-5	-2	-5.3	.	-2
O=[N+]([O-])c1cccc(CON=Cc2cc(Cl)ccc2O)c1	2	-0.2	.	-0.9	-2	12	-10	.	.
CCc1cccc(NS(=O)(=O)c2ccc3c(c2)NC(=O)CO3)c1	-1	0.3	0.0	0.5	0	1	i	0	4
COCCN1C(=O)N(c2ccc(OC)cc2)C(=O)C1CC(=O)Nc1cccc(F)c1 (stereo unspecified)	-4	-4.2	1.0	1.0	-2	11	i	5	-19
NC(=O)CC[C@@H]1NC(=O)[C@@H]2CCCN2C(=O)c2cc([N+](=O)[O-])cc(I)c2NCCC[C@@H](C(N)=O)NC1=O	.	.	.	0.8	-23	.	.	0	-2
Cc1ccc(Cc2c(-c3cccc(Cl)c3)nc3cc(C)c(Br)c(C)n23)cc1	2	-0.1	.	1.8	1	.	.	.	.
COc1ccc(-c2cc(C(=O)Nc3cccnc3Cl)no2)cc1OC	-2	-1.1	0.2	-2.8	-2	11	-0.5	0	-6
Nc1cc(=O)n(Cc2ccccc2)c(=O)n1-c1ccc(F)cc1	12	?	-0.8	0.6	-2	0	-0.5	1	-9
CCOC(=O)C1=C(CSc2nc3c(cc2C#N)CN(C)CC3)OC(N)=C(C#N)C1c1ccccc1 (stereo unspecified)	7	11	-1.3	.	-1	-9	-0.3	-2	0
CC(=O)NC(c1ccccc1)c1nc(-c2ccc(Cl)cc2)cs1 (stereo unspecified)	-2	-0.2	.	-1.1	8	-2	-0.3	.	.
COc1cccc(CNC(=O)CCCN2C(=O)C(c3ccccc3)Oc3cccnc32)c1OC (stereo unspecified)	-1	-2.6	0.1	1.3	3	23	0.5	-2	-11
COC(=O)CC1(C(=O)OC)Nc2cc(Cl)c(Cl)cc2S(=O)(=O)N1O (stereo unspecified)	0	0.2	.	1.7	5	6	i	.	.
CCc1ccc(NC(=S)Nc2ccc3[nH]c(=O)[nH]c3c2)cc1	-2	-0.7	1.5	1.4	-2	-2	-7.9	0	2
Cc1ccc(CS(=O)(=O)Cc2ccc(C(=O)NC3CCCC3)o2)cc1	4	-0.9	0.8	0.4	5	-1	-0.2	-1	-18

Some of the compounds tested; the hit share may differ from the screen's.
